Assay outcomes (PubChem BioAssay)
PglD inh: PglD (C. jejuni) enzyme inhibition. purified PglD enzyme, DTNB colorimetric CoA detection. inhibition, % at 12.5 µM. 0.098% of 360,000 active. AID 602405; in the data active means inhibition above about 16%, passing the limit was not always enough; further: strong numbers were not always called active
S100A4 inh HTS: blocks human S100A4 binding to myosin IIA peptide. P26447. S100A4/TAMRA-MyoIIA peptide fluorescence polarization. inhibition, % at 10.7 µM. 0.14% of 360,000 active. AID 652163;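 active means mean inhibition of at least 70% across replicates, with every replicate also reaching that level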
Target sequence (P26447 whole entry, looked up): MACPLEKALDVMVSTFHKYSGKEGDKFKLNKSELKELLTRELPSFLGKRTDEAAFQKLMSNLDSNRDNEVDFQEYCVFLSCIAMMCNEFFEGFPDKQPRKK
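Compound dosing: one dose per compound; test system: human S100A4 monomer with TAMRA-labelled myosin IIA peptide; probe or stimulus: TAMRA-labelled myosin IIA heavy-chain peptide probe, 5 nM; medium: HEPES buffer with Ca2+, pH 7.2; schedule: 5 min incubation before reading; benchmarks: neutral control DMSO, positive control TFP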
ERAP1 HTS inh: ERAP1 (human) enzyme inhibition; inhibition, % at 10.7 µM; 0.15% of 340,000 active; recombinant ERAP1, Leu-AMC fluorescence, 60 min; Q9NZ08;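 active means mean replicate inhibition of at least 30%, or all replicates individually reaching that 30% level; inactive means mean below 30% and not every replicate reaching it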;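 further: 0% = neutral control wells and 100% = L-leucinethiol positive control wells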
Target sequence (Q9NZ08 whole entry, looked up): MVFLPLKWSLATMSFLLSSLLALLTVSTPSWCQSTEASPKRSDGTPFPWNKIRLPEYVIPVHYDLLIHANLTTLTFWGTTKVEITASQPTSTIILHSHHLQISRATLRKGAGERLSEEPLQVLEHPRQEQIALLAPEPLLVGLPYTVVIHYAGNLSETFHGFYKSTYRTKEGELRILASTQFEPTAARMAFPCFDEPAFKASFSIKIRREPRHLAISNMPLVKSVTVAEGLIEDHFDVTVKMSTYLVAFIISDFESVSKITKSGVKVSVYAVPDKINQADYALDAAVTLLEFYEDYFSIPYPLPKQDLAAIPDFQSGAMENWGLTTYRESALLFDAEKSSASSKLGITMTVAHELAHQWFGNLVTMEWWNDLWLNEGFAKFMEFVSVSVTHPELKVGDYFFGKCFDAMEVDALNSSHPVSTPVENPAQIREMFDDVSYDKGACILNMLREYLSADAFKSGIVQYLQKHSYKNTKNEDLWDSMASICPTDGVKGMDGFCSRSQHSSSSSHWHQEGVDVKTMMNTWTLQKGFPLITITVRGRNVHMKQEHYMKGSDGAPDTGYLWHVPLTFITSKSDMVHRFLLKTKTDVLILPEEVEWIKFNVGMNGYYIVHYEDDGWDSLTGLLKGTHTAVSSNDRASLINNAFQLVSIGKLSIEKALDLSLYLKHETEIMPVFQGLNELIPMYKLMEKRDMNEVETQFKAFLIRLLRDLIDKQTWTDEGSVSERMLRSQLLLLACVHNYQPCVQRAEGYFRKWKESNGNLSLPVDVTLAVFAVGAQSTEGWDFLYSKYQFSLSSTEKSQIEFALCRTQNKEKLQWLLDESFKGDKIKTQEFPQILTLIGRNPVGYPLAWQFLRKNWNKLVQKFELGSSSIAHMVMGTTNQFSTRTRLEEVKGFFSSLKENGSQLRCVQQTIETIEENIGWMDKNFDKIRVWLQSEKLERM
LGR2 antag: inhibitors of bursicon-induced Drosophila LGR2 receptor cAMP signaling; HEK293 LGR2, CRE-luciferase, bursicon-stimulated, 4 h; inhibition, % at 9.99 µM; 0.35% of 380,000 active;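 active means drop in luminescence signal, shown as inhibition above about 50% in the replicate tests, limit read from the data, passing the limit was not always enough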;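 further: agonist challenge used bursicon conditioned medium at about half maximal strength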
PGC1a acetyl inh: lowers PGC1a acetylation signal in U2OS cells; inhibition, % at 15.6 µM; 0.17% of 350,000 active; AID 651687; AlphaScreen anti-acetyl-lysine; with virally co-expressed GCN5 acetyltransferase;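 active means every replicate shows inhibition of at least 40%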;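 further: 0% = neutral control wells and 100% = positive control wells; some results beyond the cut were filed as inactive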
EWS-Fli inh: blocks EWS/Fli oncoprotein-driven transcription; inhibition, % at 12.6 µM; AID 651661; 0.67% of 350,000 active; A673 NR0B1-luciferase reporter, viability-normalised;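 active means mean inhibition of at least 50% after viability correction, with every replicate also passing that limit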;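 further: firefly luciferase signal divided by Alamar Blue viability fluorescence both relative to DMSO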
FN deposit inh: fibronectin deposition inhibition; AH1F fibroblasts, Alexa488-fibronectin deposition fluorescence, overnight; inhibition, % at 12.6 µM; 0.086% of 350,000 active; AID 743247;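 active means mean inhibition across replicates of 30% or more, regardless of how many single replicates reach that level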;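 further: positive control wells lacked labelled fibronectin entirely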
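Assay system: AH1F fibroblasts / Quantity: 10000 cells per well / Medium: DMEM plus 2% serum, read in PBS / Reagent: labelled fibronectin 24 nM / Dosing: single dose, pinned / Times: 1 h cell attachment, overnight exposure to compound and label / Signal: fluorescence, ex 485 nm, em 525 nm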
PAX8 reporter: lowers PAX8-driven luciferase in RMG-I cells | 1.2% of 360,000 active | inhibition, % at 12.6 µM | AID 652154 | RMG-I TPO-luciferase reporter, SteadyGlo, 24 h;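 active means mean replicate inhibition at least 60% with every replicate also reaching 60%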;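 further: luciferase light reporting Pax8 driven TPO promoter activity; plate controls were median of neutral control wells for no effect and mitoxantrone controls for full effect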
Starred values were filed as active, the others as inactive; / = no result given; & = joins results of further samples. Rows are unselected; overall some 2.1% were active at least once.

Below each compound – PglD inh, S100A4 inh HTS, ERAP1 HTS inh, LGR2 antag, PGC1a acetyl inh, EWS-Fli inh, FN deposit inh, PAX8 reporter
- Cc1ccc(C(=O)OCC(=O)NC(=O)c2cccn2C)cc1[N+](=O)[O-]
  -2, -2, -2, 6, -2, 9, -10, -2
- O=C1CN(S(=O)(=O)c2cccc(F)c2)C[C@H]2[C@H](c3ccc(C4=CCCC4)cc3)[C@@H](CO)N12
  /, -23, -2, -3, -7, -8, -6, 14
- COC(=O)[C@]1(C)N[C@H](c2ccc(SC3CCCCC3)c(OC)c2)[C@@H]2C(=O)N(C)C(=O)[C@@H]21
  -2, -3, 1, -7, 1, 0, -5, -7
- O=C(C[C@H]1CC[C@H](NC(=O)c2ccc(F)cc2)[C@H](CO)O1)NCCc1ccccc1
  -1, 4, 0, -8, -4, 2, 11, -5
- COc1ccc(NC(=O)Cn2nc(C(F)(F)F)c3c2CCCC3)c(OC)c1
  -2, /, /, /, -21, /, 2, 29
- Cc1nc2ccccc2n1CC(O)Cn1c2ccccc2c2ccccc21 (stereo unspecified)
  -7, 15, 6, -1, -16, 10, -3, /
- Cc1noc(C)c1S(=O)(=O)N(CC(=O)NC(C)c1ccccc1)c1ccc(C(C)C)cc1 (stereo unspecified)
  3, -6, -3, 0, 1, /, -8, -4
- O=C(NCCc1ccccc1)C1CCN(S(=O)(=O)N2CCC3(CC2)OCCO3)CC1
  -4, /, /, 18, -1, /, -2, /
- Cc1ccc2c(c1)C1CN(C)CCC1N2C(=S)Nc1ccc(OC(F)F)cc1 (stereo unspecified)
  /, -14, 5, -15, -3, -2, 3, -26
- COC(=O)[C@@H]1[C@@H](CO)[C@@H]2Cn3c(ccc(-c4cccc(F)c4)c3=O)[C@@H]2N1CC1CC1
  -1, 17, -1, -19, /, -2, /, /
- CCn1cc(CN2CCCC(C(=O)Nc3ccc(-c4nc5ccccc5[nH]4)cc3)C2)c(C)n1 (stereo unspecified)
  1, -12, -94, 2, -11, -28, -9, -26
- Cn1c(=O)c2c(ncn2CC(=O)OCC(=O)NCCc2ccccc2)n(C)c1=O
  -3, -12, -2, 2, -4, -1, -8, 6
- CCOC(=O)c1ccccc1NC(=O)CSc1nc(N)cc(=O)[nH]1
  -1, -3, 1, 6, -8, 3, -13, -6
- Cc1ccc(OCc2n[nH]c(=S)n2Cc2ccccc2)cc1
  -3, 7, -2, 14, -1, -9, 6, -2
- COc1ccc(S(=O)(=O)N(C)C[C@@H]2Oc3c(NS(=O)(=O)c4cn(C)cn4)cccc3C(=O)N([C@H](C)CO)C[C@H]2C)cc1
  -1, 12, 0, -4, 0, -65, /, -7
- Cc1ccc(S(=O)(=O)N2CCOCC2)cc1NC(=O)CNC(C)c1ccccc1 (stereo unspecified)
  1, 1, -2, 11, 7, 9, -4, -1
- C[C@H](CO)N1C[C@H](C)[C@H](CN(C)S(C)(=O)=O)Oc2ccc(NS(C)(=O)=O)cc2C1=O
  -2, -5, 0, 1, 4, -8, /, /
- C/C(CC(=O)N(C(C)C)C(C)C)=N\NC(=O)COc1ccc(Br)cc1Br
  /, 5, 0, 15, 3, 9, 19, 3
- COC(=O)[C@H](CC(C)C)NC(=O)NCc1ccc(Cl)cc1
  -2, -1, 2, 4, 6, -4, -4, 10
- Cc1ccc(NC(=O)C(C)N2C(=O)c3ccccc3C2=O)cc1S(=O)(=O)N1CCOCC1 (stereo unspecified)
  /, 6, 0, 12, /, -9, -10, -6
- COc1cccc(-c2cnc3c(NC=O)cc(-c4ccc(N5CCN(C)CC5)cc4)cn23)c1
  1, -3, -3, -21, -2, -7, -3, -89
- Cc1cccc(NC(=O)Cc2ccc(Br)cc2)n1
  -10, 1, 1, /, -6, -84, -6, -28
- COc1ccc(C(CNC(=O)CCOc2ccccc2)N(C)C)cc1 (stereo unspecified)
  3, /, /, /, 4, /, -5, -7
- CC1CN(Cc2nc3c(c(=O)[nH]c(=O)n3C)n2CCCc2ccccc2)CC(C)O1 (stereo unspecified)
  11, -2, -2, 24, 0, 0, /, /
- O=C(Nc1ccccc1NC(=O)NC1CCCCC1)NC1CCCCC1
  -2, /, /, -15, -8, /, -8, /
- Cc1ccc(NC(=O)CNc2ccc(OC(C)C)cc2)cc1
  4, /, /, /, -2, /, -6, 5
- CCOC(=O)c1c(C)[nH]c(C(=O)OCC(=O)N(C)c2c(N)n(Cc3ccccc3)c(=O)[nH]c2=O)c1C
  3, -3, -4, -12, /, -2, 0, -14
- C[C@@H]1CN([C@H](C)CO)C(=O)CCCn2cc(nn2)CO[C@H]1CN(C)C(=O)c1ccccc1
  2&4, 41&-4, 1, -19, -1&2, -2&4, 0&-12, -2&-4
- C[C@H]1CCCCO[C@H](CN(C)C(=O)Nc2cccc3ccccc23)[C@@H](C)CN([C@@H](C)CO)C(=O)c2cc(NC(=O)c3ccccc3)ccc2O1
  -3, 64, 2, 23, -5, 18, -3, 18
- COc1ccc(/C=C/C(=O)NC(=S)N2CCCC(C(N)=O)C2)cc1 (stereo unspecified)
  5, -1, 1, 3, -3, -7, -3, 0

Some of these compounds in order of molecular weight, low to high:
Below each compound – PglD inh, S100A4 inh HTS, ERAP1 HTS inh, LGR2 antag, PGC1a acetyl inh, EWS-Fli inh, FN deposit inh, PAX8 reporter
- Cc1ccc(NC(=O)CNc2ccc(OC(C)C)cc2)cc1
  4, /, /, /, -2, /, -6, 5
- Cc1nc2ccccc2n1CC(O)Cn1c2ccccc2c2ccccc21 (stereo unspecified)
  -7, 15, 6, -1, -16, 10, -3, /
- O=C(NCCc1ccccc1)C1CCN(S(=O)(=O)N2CCC3(CC2)OCCO3)CC1
  -4, /, /, 18, -1, /, -2, /
- C[C@@H]1CN([C@H](C)CO)C(=O)CCCn2cc(nn2)CO[C@H]1CN(C)C(=O)c1ccccc1
  2&4, 41&-4, 1, -19, -1&2, -2&4, 0&-12, -2&-4
- Cc1ccc(NC(=O)C(C)N2C(=O)c3ccccc3C2=O)cc1S(=O)(=O)N1CCOCC1 (stereo unspecified)
  /, 6, 0, 12, /, -9, -10, -6
- C[C@H](CO)N1C[C@H](C)[C@H](CN(C)S(C)(=O)=O)Oc2ccc(NS(C)(=O)=O)cc2C1=O
  -2, -5, 0, 1, 4, -8, /, /

Next section.
Below each compound – PglD inh, S100A4 inh HTS, ERAP1 HTS inh, LGR2 antag, PGC1a acetyl inh, EWS-Fli inh, FN deposit inh, PAX8 reporter
- CCC(=O)Nc1ccc2c(c1)C(=O)N(C)[C@H]1CC[C@H](CC(=O)NCC3CC3)O[C@@H]1CO2
  1, -10, 0, 3, 4, -2, -6, -5
- NS(=O)(=O)c1ccc(CCNC(=O)C(=O)NCC2OCCN2S(=O)(=O)c2ccc(F)cc2)cc1 (stereo unspecified)
  -3, -8, -5, -2, -6, /, 2, 7
- COc1ccc(CN(C)C[C@@H]2OCCCC[C@H](C)Oc3ccc(NC(=O)Nc4ccc(F)cc4)cc3C(=O)N([C@H](C)CO)C[C@@H]2C)cc1
  12, 5, 0, 12, 10, -5, /, 54
- CN(C)C(=O)CSc1nc(-c2cccs2)c(-c2cccs2)[nH]1
  -7, 1, -5, -4, -2, 1, -5, -4
- O=C(C[C@H]1CC[C@H]2[C@@H](COC[C@@H](O)CN2Cc2cc(F)ccc2F)O1)N[C@H]1CCN(Cc2ccccc2)C1
  2, -4, -6, -6, -5, -3, -11, 10
- Cc1ccc(-n2nnnc2SCC(=O)NNC(=O)c2ccco2)cc1C
  0, 5, 4, 9, 2, 6, /, /
- Cc1ccc(S(=O)(=O)N2CCN(C(=O)COC(=O)C3CCC3)CC2)c(C)c1
  -5, 0, 0, -15, -1, 0, /, -18
- Cc1ccc(-n2cc(CNCCc3ncc(C)[nH]3)c(-c3ccc(F)cc3)n2)cc1
  /, -4, -5, -21, -18, -3, -5, -4
- C[C@H](CO)N1C[C@H](C)[C@H](CN(C)C(=O)Nc2cccc3ccccc23)Oc2c(NC(=O)Nc3ccccc3)cccc2C1=O
  0, 0, 2, 21, 0, 2, -27, 13
- Cc1nc(C)c(C(=O)OCC(=O)Nc2ccc(C)c(C)c2)s1
  2, 6, 1, 22, -8, 1, -4, -7
- COc1ccc(S(=O)(=O)N2CCCCN3[C@H](CO)[C@@H](c4ccc(C#CCC(C)C)cc4)[C@@H]3C2)cc1
  1, /, /, 1, 6, -3, /, 0
- COc1ccc(N(Cc2ccc(N(C)C)cc2)C(=O)c2ccc(S(C)(=O)=O)cc2)cc1
  0, 1, 1, 5, /, 3, -5, 3
- Cc1noc(C)c1NC(=O)N[C@@H]1CC[C@@H](CC(=O)Nc2ccc(-c3ccccc3)cc2)O[C@@H]1CO
  -2, 14, 3, 22, 8, 9, 14, -25
- COc1ccc(S(=O)(=O)N(C)C[C@H]2Oc3ccc(NC(=O)C4CC4)cc3C(=O)N([C@@H](C)CO)C[C@@H]2C)cc1
  1, 6, -1, -15, -2, 1, /, 16
- C[C@H](CO)N1C[C@H](C)[C@H](CN(C)S(=O)(=O)c2ccccc2)Oc2ccc(NS(=O)(=O)c3ccccc3)cc2CC1=O
  3, -32, -2, -12, -7, 6, /, -3
- COc1ccc(NC(=O)CN(C)C(=O)c2cc(S(=O)(=O)N(C)C)ccc2N2CCCC2)cc1
  /, 1, -1, -4, /, -7, 2, 41
- O=C(CC1CC1)Nc1ccc2c(c1)[C@@H]1C[C@H](CC(=O)N3CCc4ccccc4C3)O[C@H](CO)[C@@H]1O2
  0, -9, -2, -9, -7, 1, -3, /
- Cc1cccc(C)c1OCCOC(=O)c1n[nH]c2ccccc12
  -1, -2, -4, 1, -6, 9, 0, -6
- Cc1ccccc1CSCC(=O)NC(=O)NCc1ccco1
  3, -1, 0, 2, 0, -11, /, /
- O=C1C=C(c2ccc(CO)cc2)C[C@@H](c2ccc(F)cc2)C1
  -3, -1, -2, -3, /, -8, 2, 5
- Cc1noc(C)c1S(=O)(=O)Nc1ccc2c(c1)C(=O)N([C@H](C)CO)C[C@H](C)[C@@H](CN(C)C(=O)Nc1ccc(C(F)(F)F)cc1)OCCCC[C@@H](C)O2
  0, -17, -2, 13, 6, 8, /, 5
- CC(C)=CCC/C(C)=C/CNC(=O)C[C@H]1C[C@H](C(=O)N2CCCCC2)[C@@]2(CCc3ccccc3)c3[nH]c4cc(CCC(=O)N(C)C)ccc4c3CCN2C1=O
  9, -7, 2, /, /, 1, -1, 9
- COc1ccccc1CNc1ncnc2nc[nH]c12
  -9, -2, 2, -23, -3, -7, -4, 5
- Cn1c(=O)c(=O)n(C)c2cc(S(=O)(=O)N3CCOc4ccccc43)ccc21
  -2, -1, 1, -7, /, 16, -8, 15
- CCCNc1nc(N2CCCC2)nc(N2CCCC2)n1
  -3, -3, -2, -10, -14, 12, -7, -7
- Cc1cc(NC(=O)/C(C#N)=C/c2ccc(-c3cccc(C(F)(F)F)c3)o2)n(-c2ccccc2)n1
  /, /, /, 5, 3, /, -7, -15
- C[C@H]1CN([C@@H](C)CO)C(=O)Cc2cc(NC(=O)Nc3ccc(F)cc3)ccc2O[C@@H]1CN(C)C
  -9, 8, 0, -9, 2, /, /, -3

Compound profiles, as listed above. Values in the order: PglD inh	S100A4 inh HTS	ERAP1 HTS inh	LGR2 antag	PGC1a acetyl inh	EWS-Fli inh	FN deposit inh	PAX8 reporter
COc1ccccc1CNc1ncnc2nc[nH]c12 is listed with -9	-2	2	-23	-3	-7	-4	5
Cn1c(=O)c(=O)n(C)c2cc(S(=O)(=O)N3CCOc4ccccc43)ccc21 is listed with -2	-1	1	-7	/	16	-8	15
